# IDH1 R132H inh = blocks human IDH1 R132H reductase activity; O75874; diaphorase/resazurin fluorescence, 60 min; inhibition, % at 10 µM; 0.18% of 70,000 active; AID 624101; in the data active = inhibition above about 34%;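 also: 0% = DMSO and 100% = no enzyme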
# Target sequence (O75874 whole entry R132H): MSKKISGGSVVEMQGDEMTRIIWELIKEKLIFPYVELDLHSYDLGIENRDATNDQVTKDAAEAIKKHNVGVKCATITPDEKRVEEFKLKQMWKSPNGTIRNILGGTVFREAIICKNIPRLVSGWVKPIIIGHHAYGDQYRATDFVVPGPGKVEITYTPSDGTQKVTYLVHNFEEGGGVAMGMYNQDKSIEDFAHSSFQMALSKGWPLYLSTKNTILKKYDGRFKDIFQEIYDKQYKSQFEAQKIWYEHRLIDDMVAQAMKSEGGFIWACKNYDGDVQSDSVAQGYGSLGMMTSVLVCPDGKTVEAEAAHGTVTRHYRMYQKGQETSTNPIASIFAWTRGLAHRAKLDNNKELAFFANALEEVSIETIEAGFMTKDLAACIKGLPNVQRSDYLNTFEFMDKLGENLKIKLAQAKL
# PRC2 inh = inhibitors of human EZH2/PRC2 methyltransferase; Q15910; PRC2 H3K27 methylation, DELFIA TRF, 1 h; inhibition, % at 12.5 µM; 0.35% of 57,000 active;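 active = mean inhibition of replicates at least 50% and every single replicate also reaching 50%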;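 also: dimethyl H3K27 on biotinylated H3 21-44 peptide detected by antibody; plate controls were median neutral control wells for no effect and median positive control wells for full effect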
# * hit, by the source's call; · = not tested or not shown. Not all compounds are listed (hit frequency here may not be typical).
# Each structure is followed by: IDH1 R132H inh, PRC2 inh
1: C[C@H](CO)N1C[C@H](C)[C@@H](CN(C)C(=O)C2CCCCC2)Oc2cc(C3=CCCCC3)ccc2S1(=O)=O
  ·, -5
2: COCCNc1ncnc2c1cnn2-c1cccc(C)c1
  0.0, -1
3: C[C@H](CO)N1C[C@H](C)[C@H](CN(C)C(=O)Nc2ccc3c(c2)OCO3)OCCCC[C@H](C)Oc2ccc(N(C)C)cc2C1=O
  ·, 10
4: C[C@H]1CN([C@@H](C)CO)S(=O)(=O)c2ccc(Br)cc2O[C@@H]1CN(C)Cc1ccncc1
  -1.4, 11
5: C[C@H]1CN([C@@H](C)CO)C(=O)c2cc(C3=CCCC3)cnc2O[C@H]1CN(C)C(=O)c1ccc2c(c1)OCO2
  1.3, 9
6: CO[C@H]1CN(C)C(=O)c2cc(NC(=O)C3CCCCC3)ccc2OC[C@@H](C)N(Cc2cccnc2)C[C@H]1C
  0.1, -4
7: C[C@H](CO)N1C[C@H](C)[C@H](CN(C)S(=O)(=O)c2cn(C)cn2)OCc2cnnn2CCCC1=O
  -0.2, ·
8: O=C(CSc1nc(-c2ccccc2)cc(=O)[nH]1)Nc1ccccc1Cl
  -0.2, 17
9: CC(C)NC(=O)N(C)C[C@H]1Oc2ccc(NC(=O)Nc3ccc4c(c3)OCO4)cc2C(=O)N([C@H](C)CO)C[C@H]1C
  0.3, ·
10: CCn1c(SCC(=O)Nc2ccc(C)cc2)nnc1-c1cccnc1
  0.7, -5
11: CNC[C@H]1Oc2cc(C#CCC3CCCC3)ccc2S(=O)(=O)N([C@@H](C)CO)C[C@@H]1C
  0.4, -37
12: C[C@H](CO)N1C[C@H](C)[C@@H](CN(C)C)OCCCC[C@H](C)Oc2ccc(NC(=O)CCC(F)(F)F)cc2C1=O
  1.5, 1
13: CO[C@H]1CN(C)C(=O)c2ccc(NS(=O)(=O)c3ccccc3Cl)cc2OC[C@@H](C)NC[C@H]1C
  -0.2, 4
14: CCCNC(=O)N[C@H]1C=C[C@@H](CC(=O)NC2CCC2)O[C@@H]1CO
  0.4, -1
15: O=C(N[C@H]1CC[C@@H](CCn2cc(-c3ccccn3)nn2)O[C@@H]1CO)c1ccncc1
  -0.5, 2
16: O=C(C[C@@H]1CC[C@@H](NC(=O)c2ccccc2)[C@@H](CO)O1)NCc1ccc(Oc2ccccc2)cc1
  -0.3, -6
17: COc1ccc(NC(=O)Nc2ccc3c(c2)[C@@H]2C[C@@H](CC(=O)NCc4ccccn4)O[C@@H](CO)[C@@H]2O3)cc1
  -1.4, 1
18: CC(C)NC(=O)Nc1ccc2c(c1)C(=O)N([C@H](C)CO)C[C@H](C)[C@@H](CN(C)C(=O)Nc1ccc(F)cc1)OCCCC[C@H](C)O2
  1.1, ·
19: CO[C@@H]1CN(C)C(=O)c2cc(NC(=O)C3CCOCC3)ccc2OC[C@@H](C)N(Cc2cccnc2)C[C@@H]1C
  -0.1, 5
20: CC(C)NC(=O)N(C)C[C@@H]1Oc2ncc(C#Cc3cccc(F)c3)cc2C(=O)N([C@H](C)CO)C[C@@H]1C
  -7.7, ·
21: C[C@@H]1CCCCO[C@H](CN(C)C(=O)Nc2ccc(C(F)(F)F)cc2)[C@@H](C)CN([C@H](C)CO)C(=O)c2cc(NS(C)(=O)=O)ccc2O1
  0.1, ·
22: C[C@@H]1CN([C@@H](C)CO)C(=O)c2cccc(NS(=O)(=O)c3ccc(F)cc3)c2O[C@H]1CN(C)Cc1ccccc1
  ·, 7
23: COc1ccc(C(=O)n2nc(-c3ccc(Cl)cc3)nc2NCc2ccco2)cc1
  -0.2, -13
24: COc1ccc(NC(=O)N[C@H]2C=C[C@H](CC(=O)NC3CCCCC3)O[C@H]2CO)cc1
  0.4, 3
25: CCCc1cn(CC[C@H]2CC[C@H](NC(=O)C3CCC3)[C@@H](CO)O2)nn1
  0.3, 0
26: COC(Cc1nc2ccccc2s1)C(=O)O (centres undefined)
  -0.4, 2
27: C[C@@H]1CN([C@H](C)CO)C(=O)c2cc(C3=CCCC3)cnc2O[C@@H]1CN(C)Cc1ccc(F)cc1
  0.0, 36
28: O=C(C[C@@H]1C=C[C@H](NC(=O)Nc2cc(F)ccc2F)[C@@H](CO)O1)NCc1ccncn1
  -0.1, 4
29: COc1ccc(S(=O)(=O)Nc2ccc3c(c2)C(=O)N([C@@H](C)CO)C[C@@H](C)[C@@H](CN(C)Cc2ccc4c(c2)OCO4)O3)cc1
  -0.6, ·
30: Cc1noc(C)c1S(=O)(=O)Nc1ccc2c(c1)C(=O)N([C@@H](C)CO)C[C@@H](C)[C@H](CN(C)Cc1ccc(C(=O)Nc3ccccc3N)cc1)O2
  ·, -16
31: COc1ccccc1-c1ccc2c(c1)O[C@@H](CN(C)S(=O)(=O)c1ccc(F)cc1)[C@@H](C)CN([C@H](C)CO)S2(=O)=O
  0.0, -7
32: CNC[C@H]1Oc2ccc(NS(=O)(=O)c3ccc(Cl)cc3)cc2C(=O)N([C@@H](C)CO)C[C@@H]1C
  4.1, ·
33: Cc1ccc(Cl)cc1NC(=O)C(C)NS(=O)(=O)c1ccc(Br)cc1 (centres undefined)
  -0.3, 2
34: O=C(C[C@@H]1CC[C@H](NC(=O)c2ccncc2)[C@H](CO)O1)NCC1CC1
  0.3, -1
35: O=C(C[C@H]1CC[C@@H](NC(=O)c2ccncc2)[C@H](CO)O1)NCCc1ccncc1
  0.4, 5
36: O=C(CSc1nnc(-c2ccco2)o1)N1c2ccccc2CCc2ccccc21
  0.0, -5
37: CCS(=O)(=O)Nc1ccc2c(c1)C(=O)N(C)C[C@H](OC)[C@@H](C)CN(C(=O)CN(C)C)[C@@H](C)CO2
  -0.2, 7
38: CCNC(=O)C[C@H]1C=C[C@@H](NC(=O)C2CCOCC2)[C@H](CO)O1
  0.4, -3
39: C[C@@H]1CCCCO[C@H](CN(C)S(C)(=O)=O)[C@@H](C)CN([C@@H](C)CO)C(=O)c2cc(NS(C)(=O)=O)ccc2O1
  2.7, ·
40: O=C(CSc1nnc(-c2ccccc2O)n1-c1ccccc1)NC1CCCCC1
  0.1, 4
41: C[C@@H]1CN([C@H](C)CO)S(=O)(=O)c2ccc(-c3ccccc3)cc2O[C@@H]1CN(C)S(=O)(=O)c1ccccc1F
  -0.4, ·
42: COc1ccc(Nc2ncnc3c2cnn3Cc2ccc(C)cc2)cc1
  -0.5, -15
43: O=C(NC(Cc1ccc(F)cc1)C(=O)O)c1ccccc1 (centres undefined)
  0.2, 7
44: Cc1noc(C)c1NC(=O)N(C)C[C@@H]1OCCCC[C@H](C)Oc2ccc(NC(=O)Nc3ccc(C(F)(F)F)cc3)cc2C(=O)N([C@@H](C)CO)C[C@@H]1C
  4.4, ·
45: CC1(C)[C@H]2CC=C(/C=N\NC(=O)c3cccc(C(=O)NO)c3)[C@@H]1C2
  ·, -20
46: Cc1ccc(-c2cnc3c(c2)C(=O)N([C@H](C)CO)C[C@@H](C)[C@@H](CN(C)CC2CCCC2)O3)cc1
  0.0, ·
47: C[C@H](CO)N1C[C@H](C)[C@H](CN(C)S(C)(=O)=O)Oc2ccc(NS(C)(=O)=O)cc2C1=O
  0.7, ·
48: CCCN1C[C@@H](C)[C@H](OC)CN(C)C(=O)c2ccc(NC(=O)Nc3ccccc3F)cc2OC[C@@H]1C
  0.5, -17
49: C[C@H]1CN([C@@H](C)CO)C(=O)Cc2cc(NC(=O)Cc3cn(C)c4ccccc34)ccc2O[C@@H]1CN(C)Cc1ccc(Oc2ccccc2)cc1
  0.2, ·
50: CC(C)NC(=O)N(C)C[C@@H]1Oc2ccc(NC(=O)CCN3CCOCC3)cc2C(=O)N([C@@H](C)CO)C[C@@H]1C
  1.1, -2
51: CO[C@@H]1CN(C)C(=O)c2ccc(NS(=O)(=O)CC(F)(F)F)cc2OC[C@@H](C)N(C(=O)NC(C)C)C[C@@H]1C
  0.1, 19
52: Cc1noc(C)c1NC(=O)N(C)C[C@H]1Oc2ccc(NC(=O)Cn3cnnn3)cc2CC(=O)N([C@H](C)CO)C[C@@H]1C
  0.1, ·
53: C[C@H](CO)N1C[C@H](C)[C@@H](CN(C)Cc2ccncc2)OCCCC[C@H](C)Oc2ccc(NC(=O)Nc3ccc(C(F)(F)F)cc3)cc2C1=O
  -1.1, ·
54: C[C@H]1CN([C@@H](C)CO)C(=O)Cc2cc(NC(=O)Cc3cn(C)c4ccccc34)ccc2O[C@H]1CN(C)C(=O)Nc1ccc(C(F)(F)F)cc1
  -3.5, ·
55: O=C(N[C@@H]1CC[C@@H](CCn2cc(-c3ccccn3)nn2)O[C@@H]1CO)c1cccnc1
  0.2, -1
56: C[C@@H]1CN([C@H](C)CO)C(=O)c2cccc(NC(=O)C3CC3)c2O[C@H]1CN(C)C(=O)Nc1ccc2c(c1)OCO2
  -0.7, ·
57: CNC[C@@H]1Oc2c(NC(=O)Nc3ccc(C(F)(F)F)cc3)cccc2C(=O)N([C@H](C)CO)C[C@H]1C
  ·, -7
58: CS(=O)(=O)N(CC(=O)NC1CCCCC1)c1ccc(F)c(Cl)c1
  0.4, 1
59: CCC(=O)N1C[C@H](C)[C@H](OC)CN(C)C(=O)c2cc(NS(C)(=O)=O)ccc2OC[C@H]1C
  0.4, 5
60: C[C@@H]1CCCCO[C@@H](CN(C)C(=O)c2ccncc2)[C@H](C)CN([C@H](C)CO)C(=O)c2cc(NS(=O)(=O)c3cn(C)cn3)ccc2O1
  7.4, ·

# Laid out differently: results already given
(26) COC(Cc1nc2ccccc2s1)C(=O)O (centres undefined)
  IDH1 R132H inh: -0.4
  PRC2 inh: 2
(53) C[C@H](CO)N1C[C@H](C)[C@@H](CN(C)Cc2ccncc2)OCCCC[C@H](C)Oc2ccc(NC(=O)Nc3ccc(C(F)(F)F)cc3)cc2C1=O
  IDH1 R132H inh: -1.1
  PRC2 inh: ·

# Continuation.
# Each structure is followed by: IDH1 R132H inh, PRC2 inh
61: CO[C@@H]1CN(C)C(=O)c2cc(NC(C)=O)ccc2OC[C@@H](C)N(C(=O)Cc2cccnc2)C[C@H]1C
  0.0, -3
62: Cc1cccnc1NC(=S)NC(=O)c1cncc(Br)c1
  0.2, ·
63: CN(CC(=O)Nc1ccc(Cl)c(Cl)c1)S(=O)(=O)c1ccc2ccccc2c1
  -0.3, 23
64: FC(F)(F)c1ccc2nc(SCc3ccc(Br)cc3)[nH]c2c1
  4.8, 30
65: COc1ccc(C(=O)CSc2ncn[nH]2)cc1OC
  2.8, -7
66: C[C@@H]1CCCCO[C@@H](CN(C)Cc2ccncc2)[C@H](C)CN([C@H](C)CO)C(=O)c2cc(NS(=O)(=O)c3cn(C)cn3)ccc2O1
  9.0, ·
67: Cc1ccc(OCC(=O)Nc2ccc3oc(-c4ccccc4C)nc3c2)cc1C
  0.2, 3
68: COc1cccc(C(=O)COc2cccc(NC(=O)c3cccc([N+](=O)[O-])c3)c2)c1
  0.0, 22
69: C[C@H]1CN([C@@H](C)CO)C(=O)c2ccccc2-c2ccccc2CO[C@H]1CN(C)Cc1ccc(C(=O)O)cc1
  ·, -1
70: Cc1cc(C(=O)Nc2cccc3c2O[C@@H](CN(C)S(=O)(=O)c2ccccc2)[C@@H](C)CN([C@H](C)CO)C3=O)n(C)n1
  0.7, ·
71: C[C@H]1CCCCO[C@H](CN(C)C(=O)CCCN(C)C)[C@@H](C)CN([C@@H](C)CO)C(=O)c2cc(NC(=O)CCC(F)(F)F)ccc2O1
  -1.2, ·
72: C[C@H]1CN([C@@H](C)CO)C(=O)c2cc(NC(=O)C3CC3)ccc2O[C@@H]1CN(C)S(=O)(=O)c1ccccc1
  1.7, ·
73: CCCNC(=O)Nc1ccc2c(c1)OC[C@@H](C)N(Cc1ccc(-c3ccccn3)cc1)C[C@H](C)[C@H](OC)CN(C)C2=O
  -0.5, -7
74: Cc1ccc(S(=O)(=O)N[C@@H]2CC[C@@H](CCNC(=O)Nc3ccc(Cl)cc3)O[C@H]2CO)cc1
  -0.3, 5
75: C[C@H]1CN([C@@H](C)CO)C(=O)Cc2cc(NS(=O)(=O)c3ccc(Cl)cc3)ccc2O[C@H]1CN(C)S(=O)(=O)c1ccc(Cl)cc1
  4.1, ·
76: COc1ccc(C#Cc2ccc3c(c2)[C@]2(C(=O)N3)[C@H](C(=O)O)[C@H]3C(=O)O[C@H](c4ccccc4)[C@H](c4ccccc4)N3[C@@H]2c2ccc(O)cc2)cc1
  0.0, 22
77: O=S(=O)(N[C@@H]1CC[C@@H](CCn2cc(C3CC3)nn2)O[C@H]1CO)c1ccc(Cl)cc1
  -0.1, 6
78: O=C(/C=C/c1ccc(O)cc1)c1ccc(O)cc1O
  1.0, ·
79: CCCC#Cc1cnc2c(c1)C(=O)N([C@H](C)CO)C[C@@H](C)[C@@H](CN(C)C(=O)CCN1CCCCC1)O2
  -1.5, 5
80: C[C@@H]1CN([C@H](C)CO)C(=O)c2cc(N(C)C)ccc2O[C@@H](C)CCCCO[C@@H]1CN(C)Cc1ccc(C(=O)O)cc1
  -2.4, 10

# Quoted at random: three compounds from above.
# Each structure is followed by: IDH1 R132H inh, PRC2 inh
64: FC(F)(F)c1ccc2nc(SCc3ccc(Br)cc3)[nH]c2c1
  4.8, 30
61: CO[C@@H]1CN(C)C(=O)c2cc(NC(C)=O)ccc2OC[C@@H](C)N(C(=O)Cc2cccnc2)C[C@H]1C
  0.0, -3
66: C[C@@H]1CCCCO[C@@H](CN(C)Cc2ccncc2)[C@H](C)CN([C@H](C)CO)C(=O)c2cc(NS(=O)(=O)c3cn(C)cn3)ccc2O1
  9.0, ·

# The list goes on:
# Each structure is followed by: IDH1 R132H inh, PRC2 inh
81: N#Cc1c(NC(=O)c2cc(S(=O)(=O)N3CCOCC3)cs2)sc2c1CCCC2
  -0.3, 0
82: C[C@H]1CN([C@@H](C)CO)C(=O)Cc2cc(NS(=O)(=O)c3ccc(Cl)cc3)ccc2O[C@H]1CN(C)Cc1ccc(-c2ccccc2)cc1
  0.1, ·
83: COCC(=O)N(C)C[C@H]1Oc2ncc(C#Cc3ccccc3OC)cc2C(=O)N([C@@H](C)CO)C[C@@H]1C
  0.2, -18
84: C[C@H](CO)N1C[C@H](C)[C@@H](CN(C)S(C)(=O)=O)Oc2cc(C#CC3CC3)ccc2S1(=O)=O
  ·, -3

# Source: PubChem BioAssay
